PI5P4Ka inh = PI5P4K alpha (human) kinase inhibition; P48426; PI5P4Kalpha enzyme, ADP-Glo luminescence, 60 min; stronger effect = lower value; max response, %; 330,000 tested, 1.2% active; AID 652105; active means max response of -50% or lower; inconclusive means between -30% and -50%; inactive means -30% or higher; further: value at the top dose of about 77 µM; on the % scale 0 is the no-effect control and ±100 the full control effect
Target sequence (P48426 whole entry, looked up): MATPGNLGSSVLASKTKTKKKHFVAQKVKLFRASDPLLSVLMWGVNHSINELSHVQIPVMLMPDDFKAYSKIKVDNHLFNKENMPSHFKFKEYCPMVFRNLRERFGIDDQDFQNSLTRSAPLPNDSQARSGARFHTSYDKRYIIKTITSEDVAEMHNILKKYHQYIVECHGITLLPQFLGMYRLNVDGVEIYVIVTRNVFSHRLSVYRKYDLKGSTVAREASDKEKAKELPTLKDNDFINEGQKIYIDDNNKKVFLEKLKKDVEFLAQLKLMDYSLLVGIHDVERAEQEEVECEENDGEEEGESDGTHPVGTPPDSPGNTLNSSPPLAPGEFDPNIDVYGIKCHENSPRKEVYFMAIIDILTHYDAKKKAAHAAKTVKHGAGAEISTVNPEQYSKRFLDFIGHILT
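PI5P4Kalpha ADP-Glo assay; 5 microM ATP final; 60 min RT reaction; HEPES pH 7.4/EGTA/CHAPS, 5% DMSO; controls lacking substrate or enzyme; luminescent end-point.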
EPAC1 antagonist = EPAC1 (human) antagonism; 360,000 tested, 0.14% active; Potency, µM (top dose mostly 115 µM), for the others: at the top dose activity change, negative = inhibition, hits mostly inhibitors; EPAC1 GEF assay, Rap1b-BODIPY-GDP exchange fluorescence; O95398;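 further: potency means the concentration at half of the fitted maximal effect; plate controls were vehicle for no effect and positive control for full effect; nearly all actives have a fitted effect of over 50% in size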
CCT chaperon mod = modulators of cytosolic chaperonin (CCT/TRiC) activity; purified chaperonin ATPase assay, HTRF ADP detection, 30 min; activity change, % (no concentration beside the values), hits read low; 360,000 tested, 0.3% active; in the data active means activity change below about -30%; further: on the % scale 0 is the no-effect control and ±100 the full control effect
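TRiC at 40 or 20 nM final (batch-dependent) in 30 mM Tris pH 7.4, 100 mM KCl, 5 mM MgCl2, 1 mM DTT, with compound at single 76 uM and 10 uM ATP, 30 min at 37 deg C. ADP detected by HTRF Transcreener, 665/615 ratio.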
EPAC2 ag = EPAC2 (human) agonism. Q8WZA2. EPAC2 activation, biochemical qHTS; response scale: 100% = 6.5 mM cAMP response. Potency, µM (highest dose often 154 µM), without a hit: at the top dose activation, most hits filed as activators. 360,000 tested, 0.079% active. AID 720711; further: potency means the concentration at half of the fitted maximal effect; nearly all actives have a fitted effect of over 50% in size
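Nucleotide exchange monitored as fluorescence drop when BODIPY-GDP leaves Rap1B. Reaction: 100 nM EPAC2, 250 nM RAP1B-BODIPY-GDP, 50 uM GDP, room temperature, kinetic read over 30 min. Activity expressed relative to 6.5 mM cAMP.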
PLK1 PBD block = inhibitors of human PLK1 polo-box domain binding | Potency, µM, for the others: max response, negative = inhibition, hits mostly inhibitors | 360,000 tested, 2.8% active | P53350 | AID 720504 | Plk1 PBD binding of FITC phosphopeptide, fluorescence polarization; further: potency means the concentration at half of the fitted maximal effect; series mostly up to about 57 µM; on the % scale 0 is the no-effect control and ±100 the full control effect; nearly all actives have a fitted effect of over 65% in size
Target sequence (P53350 whole entry, looked up, the tested form may be a part): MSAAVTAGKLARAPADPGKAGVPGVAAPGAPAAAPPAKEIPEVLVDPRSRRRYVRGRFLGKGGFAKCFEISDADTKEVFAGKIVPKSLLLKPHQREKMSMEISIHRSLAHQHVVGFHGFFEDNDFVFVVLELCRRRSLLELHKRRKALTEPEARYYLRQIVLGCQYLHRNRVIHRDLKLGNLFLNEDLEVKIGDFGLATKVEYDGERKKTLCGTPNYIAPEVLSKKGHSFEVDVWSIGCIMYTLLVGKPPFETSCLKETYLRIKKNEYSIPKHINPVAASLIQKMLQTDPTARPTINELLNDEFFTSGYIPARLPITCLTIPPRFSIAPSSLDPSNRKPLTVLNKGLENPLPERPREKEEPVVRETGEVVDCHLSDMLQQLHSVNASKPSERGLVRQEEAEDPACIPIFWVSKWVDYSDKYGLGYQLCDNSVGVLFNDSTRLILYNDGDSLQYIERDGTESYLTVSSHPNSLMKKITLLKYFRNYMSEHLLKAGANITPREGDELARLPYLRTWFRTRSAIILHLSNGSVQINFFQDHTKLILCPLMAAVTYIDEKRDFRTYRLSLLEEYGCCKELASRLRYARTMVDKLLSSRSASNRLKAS
EPAC1 agonist = activates human EPAC1 exchange factor. O95398. Potency, µM (series often up to 154 µM), inactives show top-dose activation, usual class: activators. EPAC1 agonist qHTS, biochemical assay; response scale: 100% = response to 6.5 mM cAMP. 360,000 tested, 0.073% active; further: potency means the concentration at half of the fitted maximal effect; nearly all actives have a fitted effect of over 60% in size
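EPAC1 100 nM, Rap1B–BODIPY-GDP 250 nM, unlabeled GDP 50 uM; compound titration; 5 min RT; kinetic read ex480/em540 at 5-min intervals ×30 min; data normalized to 6.5 mM cAMP agonist control.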
IL2 activator = activates IL-2 in a cell-based reporter assay; IL-2 activation reporter assay, cell-based qHTS; stimulated with anti-CD3/CD4/CD28 beads; in transgenic mouse T cells; activation, % (series mostly up to about 46 µM); 360,000 tested, 0.065% active; in the data active means activation above about 50%; inconclusive means mostly about 30% to 49%; further: 0% is about no effect
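Unstimulated transgenic mouse T cells preincubated 60 min with compound, then stimulated with anti-CD3/anti-CD4-coated beads plus anti-CD28 for 18 h at 37 degrees C. IL-2 response read as EGFP and DsRed fluorescence by plate cytometry.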
WRN helicase inh = inhibitors of human WRN helicase; WRN helicase unwinding, fluorescent forked duplex, kinetic; Potency, µM (highest dose often 114 µM), without a hit: top-dose activity change, negative = inhibition, usual class: inhibitors; 360,000 tested, 0.46% active; AID 651768; further: potency means the concentration at half of the fitted maximal effect; on the % scale 0 is the no-effect control and ±100 the full control effect; nearly all actives have a fitted effect of over 55% in size
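Enzyme (20 nM final) and test compound sit together 15 min at room temperature before substrate addition. Substrate is a single-forked duplex oligonucleotide (100 nM) labelled with fluorophore and quencher, with 2 mM ATP; helicase unwinding raises red fluorescence, read kinetically.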
Numbers without * were called inactive; ? = inconclusive; . = not tested or not shown; [ ] = dose if it differs, or a comment. Unless noted, the call rests on the fitted dose curve; in most records, active means well fitted curve in the direction sought with a large enough effect; inconclusive means small, poorly fitted or top-dose-only effect, or another doubt; inactive means no such curve, though single readings can be large; an effect the other way counts as inactive or inconclusive. These rows are one share of the data (hit frequency here may not be typical).

Second line of a record – PI5P4Ka inh, EPAC1 antagonist, CCT chaperon mod, EPAC2 ag, PLK1 PBD block, EPAC1 agonist, IL2 activator, WRN helicase inh
CN(CC(=O)NCC1COc2ccccc2O1)S(=O)(=O)c1ccc(Cl)cc1 (centres undefined)
 : 16, 1%, -0.6, 6%, -3%, -3%, -5.0, -5%
O=C(CCS(=O)(=O)c1ccc(Br)cc1)NCCc1ccc(Cl)cc1
 : -3, -3%, 0.8, 0%, ?, 1%, 0.0, -9%[11.6 µM]
Cc1ccc(O)c(NC2=C(Cl)C(=O)N(Cc3ccccc3)C2=O)c1
 : -20, -15%, -2.4, -1%, 3µM*, 3%, -1.7, -9%
Cc1ccccc1NC(=O)COc1ccc2oc(=O)cc(C)c2c1
 : -6, -9%, -3.9, 8%, -11%, 7%, 0.6, 0%
O=C(NC(Cc1ccccc1)C(=O)O)/C(=C/c1ccc([N+](=O)[O-])cc1)NC(=O)c1ccco1 (centres undefined)
 : -1, 5%, 0.7, 2%, -1%, -4%, 0.3, -5%
Cc1ccc(NC(=S)N2C3CCCC2CC(NC(=O)C2CC2)C3)cc1C (centres undefined)
 : 2, 16%, -0.4, 2%, -2%, 2%, 2.1, 1%
O=[N+]([O-])c1cccc(S(=O)(=O)Nc2nc3ccccc3nc2Nc2cccc(S(=O)(=O)N3CCCCC3)c2)c1
 : ?, 3%, -2.6, -3%, 24µM*, 16%, -0.6, ?
Cc1ccc(S(=O)(=O)N2CCC(C(=O)OCc3c(C)noc3C)CC2)cc1C
 : 7, -20%, -2.0, 11%, -4%, 8%, -1.4, -2%
Cc1cccn2c(=O)nc(SCC(=O)NCc3ccccc3Cl)nc12
 : -4, 0%, 2.5, 3%, 8%, 1%, 9.2, -4%
Cc1cc(C)nc(SCC(=O)NC2CCCC2)n1
 : -4, -8%, -3.2, 7%, -14%, -1%, 1.7, 3%
O=C(N[C@@H](Cc1ccccc1)C(=O)NC1CCCCCC1)c1ccco1
 : ., 8%, 0.5, -2%, -2%, -1%, -0.6, 1%
C/C(=N\NC(=O)C1COc2ccccc2O1)c1ccc(C)o1 (centres undefined)
 : -2, -5%, -2.1, 7%, -10%, 0%, -4.2, -2%
COc1ccc(C(CNC(=O)c2cc3c(s2)CCC(C)C3)N2CCCC2)cc1 (centres undefined)
 : 0, -1%, 0.8, -7%, 6%, 3%, -0.6, 0%
Cc1ccc(C)c(N(Cc2ccccc2F)S(C)(=O)=O)c1
 : 5, -15%, -0.7, 2%, -8%, 1%, 4.5, -8%
COc1ccc(C(=O)CCC(=O)N2CCN(c3ccc(C)cc3)C(C)C2)cc1 (centres undefined)
 : -9, 16%, -2.8, 0%, 0%, 2%, -2.5, -1%[57.1 µM]
COc1cc(C(=O)NCc2ccc(F)cc2)cc(Cl)c1OC
 : -3, -18%, -1.3, 6%, -2%, 2%, -3.7, -2%
COCCN(C(=O)c1ccc(-c2ccc(Cl)cc2)o1)c1c(N)n(CC(C)C)c(=O)[nH]c1=O
 : -7, -13%, -3.5, 8%, -8%, -14%, -0.2, 9%
O=C(CNC(=O)c1ccc(N2C(=O)c3ccccc3C2=O)cc1)OCC(=O)c1ccccc1
 : -18, 2%, -14, 3%, 24µM*, -2%, -1.1, 5%
COc1ccc(F)cc1-c1cc(C(=O)NCc2cccc(C(F)(F)F)c2)[nH]n1
 : -3, -18%, -1.5, -4%, 3%, -7%, -0.5, -4%
COc1cc(CCCN2C(=S)NC[C@@H]2CCCCN)cc(OC)c1OC
 : 2, -15%, -1.1, 0%, -5%, -21%, -0.1, 2%
Cc1cn2c(-c3ccc(Cl)cc3)nnc2s1
 : -19, 1%, -0.5, 6%, -19%, 0%, -0.9, -1%
O=C(CCc1ccccc1)NNC(=S)NCCc1ccccc1
 : 0, -27%, -2.1, 7%, -13%, 13%, -1.9, 5%
O=C(Nc1ccc2c(c1)OCO2)c1cc(-c2cccnc2)nc2ccccc12
 : -7, 8%, -6.5, 2%, -1%, 2%, 0.8, -3%
N#CCCCSc1nnnn1-c1cccc(Cl)c1
 : 4, 14%, -0.9, 1%, -8%, 7%, -0.6, 4%
Cc1ccc(NC(=O)[C@H](NC(=O)[C@@H]2Cc3ccccc3CN2)c2ccccc2)cc1C
 : -1, ?, -2.3, 11%, -15%, -3%, 0.8, -3%
CC12CN3CC(C)(CN(C1)C3c1ccc(Cl)cc1Cl)C2=O (centres undefined)
 : 2, -3%, 1.2, 5%, ?, -2%, 1.5, -8%
O=S(=O)(O)c1ccc(SCc2ccccc2)nc1
 : -22, -8%, -2.9, -1%, 21µM*, 1%, -1.9, -16%
CC(=O)NC(Cc1ccc(C)cc1)C(=O)NC1CCN(c2ncccc2[N+](=O)[O-])CC1 (centres undefined)
 : -4, 4%, -1.6, 3%, -9%, -9%, 1.2, 4%
Cc1ccc2nc(NC(=O)C3CCN(S(=O)(=O)c4cccc5nsnc45)CC3)sc2c1
 : -6, 0%, -5.1, 7%, -1%, 3%, -1.7, 2%
CCOC(=O)N1N=C(C)CC1(O)c1ccccc1 (centres undefined)
 : 7, 1%, 1.6, 1%, -10%, 6%, -0.3, 2%
N#Cc1c(-c2ccccc2)cc(-c2ccc3c(c2)OCO3)[nH]c1=O
 : -10, 9%, -2.9, -4%, 3%, 1%, -3.2, -5%
CC(=O)n1cc(N(C(=O)CCl)c2ccc(Cl)cc2)c2ccccc21
 : -3, ?, 1.2, 16%, -12%, 2%, 0.0, -13%
COc1ccc(NC(=O)C2CCN(S(=O)(=O)c3ccc4c(c3)CC(C)N4C(C)=O)CC2)c(OC)c1 (centres undefined)
 : -2, 19%, -1.0, 11%, -16%, 14%, -1.0, -1%
CC1(C)CC(=O)c2sc(NC(=O)C3CC3)nc2C1
 : 1, 8%, -0.1, 8%, 4%, -11%, -1.3, 1%
CCCc1nnc(NC(=O)CCC(=O)NC2CCCc3ccccc32)s1 (centres undefined)
 : 8, 14%, -1.4, 16%, -12%, 2%, -0.8, -3%
Cc1ccc(C(=O)N2c3ccccc3N=C(c3ccccc3)C2C(=O)NC(C)C)cc1 (centres undefined)
 : 0, 3%, ., 20%, -17%, 9%, -0.5, -2%
O=C(Nc1ccccc1C(=O)Nc1nncs1)c1ccccc1
 : -2, -9%, -0.5, 2%, -1%, -3%, 0.2, -17%
Cc1ccccc1N1C(=O)c2cc(S(N)(=O)=O)c(Cl)cc2NC1C (centres undefined)
 : 0, 2%, -1.0, 1%, -5%, -20%, -0.1, -3%
Cc1nnc2c(NC3CCCCC3)nc3ccccc3n12
 : 0, 4%, -1.2, 3%, -14%, 4%, 2.5, 1%
CCCOC(=O)N[C@@H]1C(=O)N2C(C(=O)OCCC)=C(C)CS[C@H]12
 : 0, 17%, -1.7, 2%, 1%, -14%, 0.4, 4%
O=c1oc(C2(O)CCCCC2)cc2ccc(Br)cc12
 : -8, -7%, 1.5, 0%, -9%, 6%, -0.4, -10%
COc1cc(CCC(=O)OCC(=O)N2CC(=O)Nc3ccccc32)cc(OC)c1OC
 : -5, 14%, 0.6, 5%, 3%, -8%, -2.7, -1%
CC(OC(=O)c1cc2c(ccc3ccccc32)oc1=O)c1nc2ccccc2s1 (centres undefined)
 : -6, 4%, 0.4, 6%, 3%, 5%, 0.1, -10%
COc1ccc(CCNC(=O)C2CCCN(S(=O)(=O)c3ccc(F)cc3)C2)cc1 (centres undefined)
 : 0, -1%, -0.4, 4%, 0%, -37%[inhibitor], 1.0, -2%
Cc1ccc(NC(=O)c2onc(C)c2Cl)cc1
 : 1, -19%, -1.6, 6%, -7%, -10%, -3.3, -6%
N/C(=N\OC(=O)COc1ccc2ccccc2c1)c1ccccn1
 : ., -17%, -0.6, 25%, -8%, 19%, -1.5, -6%
O=C1COc2ccc3ccccc3c21
 : 0, -7%, -4.3, -1%, -2%, 8%, 2.6, -7%
CCOC(=O)C(=CNc1ccccc1N1CCOCC1)C(=O)OCC
 : 1, 12%, -2.0, 15%, -15%, -2%, -2.6, -15%
O=C1CS/C(=N/N=C/c2ccccc2)N1c1ccc(O)cc1
 : 1, 1%, -0.7, -3%, -3%, -7%, -0.5, -18%
COC(=O)c1ccc(C(=O)OC)c(NC(=O)COC(=O)C2CCCCC2)c1
 : 7, -22%, -3.7, 9%, 1%, -13%, 0.1, -9%
CCCn1c(O)c(N=NC(=O)CNC(=O)c2ccncc2)c2ccccc21
 : -1, 1%, -2.8, 3%, -8%, 7%, -1.1, -2%
NC(=O)c1cccc(Nc2nc(C(N)COCc3ccccc3)cs2)n1 (centres undefined)
 : 0, -15%, -0.6, 1%, -4%, -7%, 0.6, -2%
CC(=O)N/C(=C\c1ccccc1)C(=O)OCC(=O)Nc1cc(S(=O)(=O)N(C)C)ccc1C
 : 0, -9%, 0.4, 4%, -1%, 6%, -1.9, 4%
CCCCOC(=O)Nc1ccc(C(=O)OCCC)cc1
 : ., -3%, -1.3, 8%, -5%, -4%, -3.3, -10%
O=C(N/N=C/c1cccnc1)c1ccccc1OCc1cccc(Br)c1
 : 0, 0%, -1.3, 7%, -5%, -1%, 3.4, -8%
Cc1ccc(C(=O)Nc2nc3ccccc3n3nnnc23)cc1
 : ., -5%, -0.4, 3%, -1%, -7%, 2.0, 1%
COc1cccc(OCC(=O)NNC(=O)C(=O)Nc2cccc(C)c2)c1
 : -8, 22%, 1.2, 0%, -2%, 3%, -2.2, 10%
N#C/C(=C\c1cn[nH]c1-c1ccc(Cl)cc1)C(=O)NC1CC1
 : -11, ?, 0.9, 8%, 1%, 4%, -2.5, 3%
C=CCOC(=O)C1=C(C)OC(N)=C(C#N)C1c1ccoc1 (centres undefined)
 : ., 16%, 1.6, 5%, 11%, 2%, 1.0, -28%
NC(=O)C1CCN(C(=O)CSc2ccccn2)CC1
 : ., 7%, -0.1, 6%, -8%, -4%, -0.6, 1%
ClC(Cl)c1nnc(-c2ccccc2)c(-c2c[nH]c3ccccc23)n1
 : -10, -14%, 0.1, -5%, -10%, 0%, 0.1, -8%
Cc1cccc(-n2nc(C(=O)Nc3ccccc3)n3c(=O)cc(-c4ccccc4)nc23)c1
 : -6, 8%, -1.7, 1%, -3%, 3%, -0.7, -6%
O=C(CN(C(=O)Cn1nnc(-c2ccc(F)cc2)n1)c1ccc(F)cc1)NC1CCCC1
 : 0, 5%, -2.5, 4%, -6%, -2%, -1.5, 5%

High-throughput results deposited in PubChem by National Center for Advancing Translational Sciences (NCATS).
